ERK EGF inh = inhibitors of EGF-stimulated ERK signaling pathway. hit rate 0.41% among 130,000. HEK293-V1b, EGF-stimulated phospho-ERK AlphaScreen. Potency, µM (top dose mostly 11.5 µM), without a hit: top-dose activity change, negative = inhibition, actives largely listed as inhibitors; active = well fitted inhibition curve with a large enough effect; inconclusive = small, poorly fitted or top-dose-only effect, or effect the other way;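 also: plate controls were stimulated vehicle wells for no effect and unstimulated vehicle basal for full effect; nearly all actives have a fitted effect of over 55% in size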
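V1b-HEK293, 1% FBS o/n; cpd 30 min 37C; EGF 25 nM final, 5 min; lyse 10 min; AlphaScreen beads 5 h RT. Normalized DMSO basal vs EGF max; Hill AC50.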
* = called active by the depositor; ? = inconclusive; [ ] = remark or other dose. Potency is read from the fitted curve at half-maximal effect. Not all compounds are listed, so the mix of outcomes need not match the whole.

SMILES	ERK EGF inh
Cc1ccc(S(=O)(=O)CCC(=O)OCC(=O)c2c[nH]c3ccccc23)cc1	1%
c1ccc(CCNc2ccccc2)cc1	10%
Cc1cccc(N2C(=O)CCC2=O)c1	2%
CCCn1c(-c2nonc2N)nc2ccccc21	3%
CCN(CC)C(=S)SCC(=O)Nc1nc(-c2ccccc2)c(-c2ccccc2)o1	0%
O=C1c2ccccc2C(Nc2ccc3c(c2)OCCO3)N1c1ccccn1 (configuration not stated)	?
CCOC(=O)C1=C(CC)OC(N)=C(C#N)C1c1ccsc1 (configuration not stated)	11%
Cc1ccc(NC2=C(Cl)C(=O)OC2OC(=O)c2ccc(C)cc2)cc1 (configuration not stated)	0%
CCNC(=S)Nn1cnc2ccccc21	0%[57.5 µM]
COc1cccc(OC)c1C(=O)NC(=S)Nc1ccc2oc(-c3ccncc3)nc2c1	2%
O=C1/C(=C/c2cccs2)NC(=S)N1C1CC1	-9%
COc1ccccc1CNC(=O)C(Cc1c[nH]c2ccccc12)NC(=O)OCc1ccccc1 (configuration not stated)	-14%
O=C(COc1ccc(Br)cc1Cl)NC(=O)NCc1ccccc1	5%
COc1cc(NC(=S)NCCO)c(OC)cc1Cl	1%[57.5 µM]
CC(C(=O)Nc1ccc2c(c1)OCCO2)N(C)Cc1c(F)cccc1Cl (configuration not stated)	2%

Looked up by compound from the list above, five records:
SMILES	ERK EGF inh
CCN(CC)C(=S)SCC(=O)Nc1nc(-c2ccccc2)c(-c2ccccc2)o1	0%
COc1cc(NC(=S)NCCO)c(OC)cc1Cl	1%[57.5 µM]
Cc1cccc(N2C(=O)CCC2=O)c1	2%
O=C1/C(=C/c2cccs2)NC(=S)N1C1CC1	-9%
CCNC(=S)Nn1cnc2ccccc21	0%[57.5 µM]

Continuation.
SMILES	ERK EGF inh
Cc1cccc(N(CC(=O)NCCSc2ccccn2)S(=O)(=O)c2ccccc2)c1	4%
COc1cccc(C(=O)c2c(C)c(CCC#N)n3ccccc23)c1OC	-1%
CN(CC(=O)Nc1ccc(Cl)c(C(F)(F)F)c1)C(=O)/C=C/c1ccco1	-2%
CCCCN(C)S(=O)(=O)c1ccc(C(=O)Nc2nnc(-c3ccco3)o2)cc1	-13%
CC(C)c1cc(NCCCN2CCOCC2)n2c(nc3ccccc32)c1C#N	0%
CC(C)(C)CC(=O)NCCCCCCNC(=O)CC(C)(C)C	6%
CC(=O)OC1CC(OC(C)=O)[C@]2(C)C(CC(=O)[C@]3(C)C2CC[C@@]2(C)C(C(=O)O)OC(=O)C4OC423)C1(C)C (some centres not stated)	15%
O=C1c2ccccc2C2=Nc3ccccc3SC(c3ccc(Cl)cc3)C12 (configuration not stated)	?
Cc1c(Cl)cccc1NC(=S)NCC(c1cccnc1)N(C)C (configuration not stated)	-32%[57.5 µM]
Cc1cc2occ(CC(=O)OCC(=O)Nc3sc4c(c3C#N)CCC(C)C4)c2cc1C (configuration not stated)	3%
O=C(NCc1c(Cl)cccc1Cl)c1ccc2nnsc2c1	-2%[57.5 µM]
Cc1ccc(NC(=O)CSc2ccc(-c3ccco3)nn2)c(C)c1	4%
COc1ccc(N2C(=O)C(CC(=O)Nc3ccc(F)cc3)N(CCc3cccs3)C2=O)cc1 (configuration not stated)	-4%
CC1(C)Cc2nc(-c3ccccc3)nc(SCC(=O)N3CCCC3)c2CO1	7%[57.5 µM]
O=C(CSc1nc2ccsc2c(=O)n1Cc1ccccc1)NCC1CCCO1 (configuration not stated)	-7%
COc1ccc(-n2ncc3c(=O)n(CC(=O)Nc4ccc(S(=O)(=O)N5CCOCC5)cc4)cnc32)cc1	-1%
COc1ccc(/C=C2/SC(=O)N(CC(=O)Nc3cc(C)on3)C2=O)cc1OC	9%
O=C(NCCCN1CCOCC1)Nc1ccc(Cc2ccc(NC(=O)NCCCN3CCOCC3)cc2)cc1	-14%
N#Cc1cccc(NCC(=O)Nc2ccc3c(c2)OCCO3)c1	0%
Cc1cc(C(=O)COC(=O)c2ccc(N)cc2)c(C)n1-c1c(C)n(C)n(-c2ccccc2)c1=O	-4%
Cc1ccc(OCCNC(=O)c2ccccc2N)cc1	?
Cc1cccc(CC(=O)N2CCN=C2SCc2ccc([N+](=O)[O-])cc2)c1	5%
O=c1ccc(-c2nc3ccccc3n2Cc2ccccc2Cl)c[nH]1	-1%
COc1ccc(-c2c(C#N)c(N)nc3c2c(=O)n(C)c(=O)n3C)cc1	5%
Cc1cc(C(=O)N/N=C/c2ccc(-c3ccccc3Cl)o2)n[nH]1	-21%
CCN(C(=O)CN1CC(C)OC(C)C1)c1c(N)n(Cc2ccccc2)c(=O)[nH]c1=O (configuration not stated)	-3%
COc1ccc(-c2ccc(CCC(=O)O)n2Cc2ccco2)cc1	-12%
COc1ccc2c(c1)oc(=O)c1cc(OC)ccc12	-5%[57.5 µM]
Cc1ccc(N2C(=S)NC3c4ccccc4OC2(C)C3C(=O)N(C)C)cc1 (configuration not stated)	-7%
O=c1cnc(-c2ccc(Cl)cc2)cn1O	5%

Brought forward from above: three compounds, then new ones.
SMILES	ERK EGF inh
COc1ccc2c(c1)oc(=O)c1cc(OC)ccc12	-5%[57.5 µM]
Cc1ccc(N2C(=S)NC3c4ccccc4OC2(C)C3C(=O)N(C)C)cc1 (configuration not stated)	-7%
O=c1cnc(-c2ccc(Cl)cc2)cn1O	5%
O=C(NN1C(=O)C2C3CCC(O3)C2C1=O)c1ccco1 (configuration not stated)	-7%
O=C(CSC(=S)N1CCOCC1)Nc1nccs1	-2%[57.5 µM]
Cc1cc(/C=C2\SC(=S)NC2=O)c(C)[nH]1	-2%
Cc1c(Nc2cc(N3CCOCC3)c3nonc3c2[N+](=O)[O-])c(=O)n(-c2ccccc2)n1C	-7%
Cc1cccc(N=C2NN=C(c3ccccc3F)CS2)c1C	-12%
Cc1ccccc1OCC(=O)N(CC(C)C)c1c(N)n(CC(C)C)c(=O)[nH]c1=O	-18%[57.5 µM]
CCNC(=S)NNc1nncc2ccccc12	3%
COc1cccc(CN2CCNC(=O)C2CC(=O)NCc2cn3ccc(C)cc3n2)c1OC (configuration not stated)	-14%[57.5 µM]
CCOc1ccc(NC(=S)N2CCCN(Cc3cccc(Cl)c3)C2)cc1	-5%
CCOC(=O)c1c(-c2ccc(F)cc2)csc1NC(=O)CN1C(=O)NC2(CCCCC2C)C1=O (configuration not stated)	6%
COc1ccc2nc(NNC(=O)c3cc(=O)c4ccccc4o3)sc2c1	?
Cc1ccc(NNC(=O)c2ccno2)cc1C	2%[57.5 µM]
COc1cc(/C=C2\SC(=S)N(CC(=O)NC3=NCCS3)C2=O)cc(OC)c1OC	1%[57.5 µM]
Cc1c(N/C=C(\Cl)C(=O)C(F)(F)F)c(=O)n(-c2ccccc2)n1C	-9%
Cc1ccc(CNC(=O)CSCc2ccc(F)cc2)cc1	12%

Sorted by length of the SMILES (highest first): some entries from above.
SMILES	ERK EGF inh
COc1cccc(CN2CCNC(=O)C2CC(=O)NCc2cn3ccc(C)cc3n2)c1OC (configuration not stated)	-14%[57.5 µM]
CCOc1ccc(NC(=S)N2CCCN(Cc3cccc(Cl)c3)C2)cc1	-5%
Cc1ccc(NC(=O)CSc2ccc(-c3ccco3)nn2)c(C)c1	4%
Cc1cccc(N=C2NN=C(c3ccccc3F)CS2)c1C	-12%
Cc1cc(/C=C2\SC(=S)NC2=O)c(C)[nH]1	-2%

The list continues:
SMILES	ERK EGF inh
CCC(=O)NC(=S)Nc1cccc(-c2nc3ncccc3o2)c1	2%
COc1ccc(-c2cc3ccccc3n2CC(O)CN2CCCCC2)cc1 (configuration not stated)	-2%[57.5 µM]
Cc1ccc(OCCn2cnc3ccccc3c2=O)c([N+](=O)[O-])c1	-17%
CCOC(=O)C1=C(C)NC(c2ccccc2)=C(C(=O)OCc2ccc([N+](=O)[O-])cc2)[C@@H]1C#Cc1ccccc1	-16%
CN(c1cccc(NC(=O)CN(c2ccc(Cl)c(Cl)c2)S(=O)(=O)c2ccccc2)c1)S(C)(=O)=O	5%
CCN(CC)C(C)C#CCC(c1ccccc1)c1ccccc1 (configuration not stated)	5%[57.5 µM]
CN(C)Cc1ccc(F)cc1Sc1cc(Cl)ccc1Cl	14%
CCN(CC)c1ccc(/C=N/NC(=O)C(O)c2ccccc2)cc1 (configuration not stated)	8%
COc1cccc(N/C(=N/C(=S)Nc2ccc(C)cc2C)Nc2nc(C)cc(C)n2)c1	?
O=c1[nH]c(C2CC2)nc2sc3c(c12)CCCC3	0%
C=CCN1C(=O)/C(=C/C=C2/N(CC)c3ccc(S(=O)(=O)N(C)C)cc3N2CC)SC1=S	?
COc1ccc(Cc2n[nH]c(=S)n2Cc2ccccc2)cc1Cl	1%
CCCCC(=O)Nc1nnnn1CCC	10%
COc1ccc2c(c1OC)C(=O)N(c1ccc3c(c1)CCC3)C2=O	-2%
CCOC(=O)C(NC(=O)Cc1ccccc1)(Nc1cc(C)on1)C(F)(F)F (configuration not stated)	0%
CCOC(=O)CSc1nc(C(C)(C)C)nc2ccccc12	0%
CCN(C(=O)COC(=O)c1ccccc1SCC(=O)NC1CCCCCCC1)C1CCS(=O)(=O)C1 (configuration not stated)	-5%
CC(=O)c1cccc(S(=O)(=O)NC2CCCCCC2)c1	-1%
Cc1cc(C)c(C#N)c(SCc2nnc(-c3ccccc3)o2)n1	11%
Cc1cc(/C(N)=N/OC(=O)Nc2ccc(Cl)cc2)no1	-14%[57.5 µM]
Nc1ccc(N2C(=O)c3ccccc3C2=O)c(Cl)c1	10%
CC(C)(Oc1ccc(Cl)cc1)C(=O)N1CCN(c2ccccn2)CC1	3%
OCC1O[C@H](Oc2ccc(O)cc2)C(O)C(O)C1O (some centres not stated)	19%
CSc1ccccc1C(=O)NCCOc1cccc(C)c1	-3%
O=C(NCc1ccccc1Cl)c1ccc2nc[nH]c2c1	-2%
COc1ccc(C)cc1Nc1ccc(C(=O)O)cc1[N+](=O)[O-]	1%[57.5 µM]
C#CCOCCOCCOCCNc1nc(N2CCOCC2)nc(N2CCN(C(=O)[C@H](CCC(=O)O)n3cc(C(N)Cc4ccc(O)cc4)nn3)CC2)n1 (some centres not stated)	-7%[57.5 µM]
COc1cc(NC(=O)COC(=O)c2cnc(C)cn2)c(C)cc1[N+](=O)[O-]	6%
Cc1ccc(N(CC(=O)Nc2ccccc2C(=O)N2CCOCC2)S(C)(=O)=O)cc1	12%
COc1ccc(CCNC(=O)CSCc2ccc(Cl)cc2)cc1OC	6%
CCN(CC(=O)NCc1ccc(Cl)cc1)C(=O)/C=C/c1cccs1	-12%
COc1ccc(C2=NC(c3ccccc3)CO2)cc1 (configuration not stated)	-20%
O=C(CSc1ccc(-c2ccccn2)nn1)NCc1ccc(F)cc1	2%
O=C(NCc1ccc2c(c1)OCO2)c1cccc2c1C(=O)N(C1CCCCC1)C2	7%
C=CCn1c(CCSCc2ccccc2)n[nH]c1=S	-2%
S=C(Nc1ccccc1)N1CCN(c2ccc(N3CCOCC3)nn2)CC1	5%
CCOC(=O)c1[nH]ncc1CN1CCC(Cc2ccccc2)(C(=O)OCC)CC1	-5%[57.5 µM]
O=C(NC1CC1)c1cc2c(F)cccc2s1	-3%
CC(C)c1nc2c(c(=O)n(C)c(=O)n2C)n1C	-21%[57.5 µM]
O=C(NC(=S)NNS(=O)(=O)c1ccccc1)c1ccccc1[N+](=O)[O-]	6%
Cc1cc(NC(=O)CSc2ccc(-c3ccc(F)cc3)nn2)no1	-2%
Cc1cccc(C)c1OCC(O)CNS(=O)(=O)c1ccccc1C(=O)N1CCOCC1 (configuration not stated)	1%
CCN(CC)C(=O)CSC(Nc1ccc(F)cc1)=C(C#N)C#N	-2%[57.5 µM]
CC1=NN(c2ccccc2)C(=O)/C1=C\c1cc(C)n(C)c1C	?
O=C(Nc1nc(COc2ccccc2)cs1)C1CCC1	5%
Cc1cc(NC(=O)c2cc([N+](=O)[O-])ccc2Cl)no1	-5%[57.5 µM]
CCOC(=O)c1c(/N=C/N(C)C)sc(C)c1C	-7%
COc1cccc(C(=O)NCCSc2c(C)[nH]c3ccccc23)c1OC	?
Cc1cc(C)n(-c2nnc(N3CCN(c4ccc(F)cc4)CC3)nn2)n1	?
CCOC(=O)N1CCN(C(=O)CSc2ccc(-c3ccccc3)nn2)CC1	24%
N#Cc1cn(Cc2ccccc2)c(=O)[nH]c1=O	1%
COc1ccc([N+](=O)[O-])c(OC)c1C(=O)NC(=O)Nc1c(F)cc(F)cc1F	25%[57.5 µM]
O=C(COC(=O)c1cc(=O)[nH]c2ccccc12)c1ccccc1	3%
O=C(COc1ncnc2ccccc12)Nc1cc(S(=O)(=O)N2CCOCC2)ccc1Cl	1%[57.5 µM]
O=C1C=C(NCCOC23CC4CC(CC(C4)C2)C3)C2(CCCCC2)O1	-7%
NC(=O)CSc1nnc(Cc2csc(Nc3ccc(F)cc3)n2)n1Cc1ccccc1	5%
CCOC(=O)C(C)Sc1nc(=O)n2cc(C)ccc2n1 (configuration not stated)	?
O=C(Nc1ccc(Cl)cc1)Nc1cc([N+](=O)[O-])ccc1F	9%
c1cncc(C2OCC3(CO2)COC(c2cccnc2)OC3)c1 (configuration not stated)	-11%
Cc1ccc2nc(-c3ccc(NC(=O)c4cccnc4)cc3)oc2c1	0%
O=C(NCC1CCCO1)c1ccc(COc2ccc(Br)cc2)cc1 (configuration not stated)	-2%
COc1ccc(CCNC(=O)CSc2ccsc2[N+](=O)[O-])c(OC)c1	1%

Entries listed so far that have a tert-butyl group, in the order listed:
SMILES	ERK EGF inh
CC(C)(C)CC(=O)NCCCCCCNC(=O)CC(C)(C)C	6%
CCOC(=O)CSc1nc(C(C)(C)C)nc2ccccc12	0%

Screening data: PubChem BioAssay, National Center for Advancing Translational Sciences (NCATS)
